Source: PubChem BioAssay (several laboratories)
STAT1 blocker = inhibitors of IFN-gamma induced STAT1 signaling; inhibition, % at 5.5 µM; AID 920; actives 0.35% (n = 200,000); NIH 3T3 STAT1-luciferase reporter, luminescence;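 active = inhibition above a set limit, the mean inhibition across all tested compounds plus 3 SD, cut at about 34% in these data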;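 also: 0% = IFN-gamma with DMSO and 100% = IFN-gamma with 300 µM nifuroxazide; values of inactives mirror those of a sister screen read the other way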
STAT3 inh = STAT3 signaling inhibition; U3A cells, IL-6 STAT3-luciferase reporter, luminescence; host cell line lacks STAT1; inhibition, % at 5.5 µM; actives 0.89% (n = 190,000); AID 862;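 active = inhibition above the mean inhibition across all screened compounds plus 3 SD, cut at about 44% in these data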;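 also: 0% = DMSO only wells and 100% = 100 µM nifuroxazide control wells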
Diaph inh CS = diaphorase inhibition or chemical oxidation counter-screen; diaphorase resazurin-to-resorufin fluorescence, NADH, 16 min; bacterial (C. kluyveri) enzyme, not human; inhibition, % at 20 µM; actives 0.69% (n = 190,000);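 active = primary screen inhibition at 20 µM above a set limit, cut at about 50% in these data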;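 also: plate controls were DMSO with full reaction for no effect and wells lacking NADH for full effect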
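Assay system: diaphorase enzyme from Clostridium kluyveri. Quantity: enzyme working solution with 0.14 U/mL diaphorase. Schedule: reaction incubation of 16 min at room temperature. Technique: resorufin fluorescence, excitation 544 nm, emission 590 nm. Controls: No-NADH positive control and DMSO neutral control.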
G6PDH counter = counter-screen for G6PDH assay hits: L. mesenteroides G6PDH inhibition; inhibition, % at 5 µM; Purified L. mesenteroides G6PDH, diaphorase/resazurin coupled fluorescence, 45 min; actives 0.12% (n = 200,000); in the data active = inhibition above about 50%
Diaph act CS = activates diaphorase or chemically reduces, flagging diaphorase assay artifacts. Diaphorase/resazurin coupled assay, resorufin fluorescence, 16 min; active compounds read high; 1 = vehicle wells, 0 = NADH-free wells. activation factor at 20 µM. actives 0.005% (n = 190,000);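 active = diaphorase activity raised at least twofold by the compound at 20 µM; inactive = activation factor below 2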
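Material: purified diaphorase enzyme from Clostridium kluyveri / Medium: HEPES pH 7.4 buffer with MgCl2 and Tween 20 / Schedule: enzyme reaction of 16 min at room temperature / Measured by: resorufin fluorescence, excitation 544 nm, emission 590 nm / Evaluation: rise in resorufin formation, marking diaphorase activation or chemical reduction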
TLR4 MyD88 comp = blocks binding of human TLR4 to MyD88 | HeLa CL3-4 TLR4/MyD88 BLA complementation, FRET ratio | actives 0.18% (n = 200,000) | inhibition, % at 8.4 µM; in the data active = inhibition above about 25%;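 also: 0% = vehicle and 100% = reference inhibitor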
Target sequence (O00206 whole entry, looked up): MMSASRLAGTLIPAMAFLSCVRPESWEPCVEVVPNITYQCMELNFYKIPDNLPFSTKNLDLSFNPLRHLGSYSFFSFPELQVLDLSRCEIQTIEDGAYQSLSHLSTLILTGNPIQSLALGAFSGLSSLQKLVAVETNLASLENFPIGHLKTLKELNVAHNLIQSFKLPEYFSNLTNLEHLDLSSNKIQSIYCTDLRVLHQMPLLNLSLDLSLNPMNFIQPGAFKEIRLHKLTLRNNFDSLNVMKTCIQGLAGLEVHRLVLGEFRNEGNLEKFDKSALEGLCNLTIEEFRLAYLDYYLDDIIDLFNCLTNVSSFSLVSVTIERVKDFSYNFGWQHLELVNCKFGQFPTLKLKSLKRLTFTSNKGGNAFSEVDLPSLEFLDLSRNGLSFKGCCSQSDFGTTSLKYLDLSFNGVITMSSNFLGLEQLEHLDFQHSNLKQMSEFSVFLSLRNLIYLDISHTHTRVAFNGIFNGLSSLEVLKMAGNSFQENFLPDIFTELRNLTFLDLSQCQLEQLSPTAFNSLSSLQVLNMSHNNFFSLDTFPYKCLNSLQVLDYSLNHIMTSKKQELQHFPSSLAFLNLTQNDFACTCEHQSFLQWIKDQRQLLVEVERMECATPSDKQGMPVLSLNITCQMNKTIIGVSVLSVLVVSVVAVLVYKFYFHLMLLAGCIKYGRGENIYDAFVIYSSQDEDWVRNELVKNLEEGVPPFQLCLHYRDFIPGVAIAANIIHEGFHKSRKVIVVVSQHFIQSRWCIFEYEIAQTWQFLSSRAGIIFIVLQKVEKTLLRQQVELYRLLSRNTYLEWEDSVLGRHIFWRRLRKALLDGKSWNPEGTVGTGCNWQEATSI
Target sequence (Q99836 whole entry, looked up): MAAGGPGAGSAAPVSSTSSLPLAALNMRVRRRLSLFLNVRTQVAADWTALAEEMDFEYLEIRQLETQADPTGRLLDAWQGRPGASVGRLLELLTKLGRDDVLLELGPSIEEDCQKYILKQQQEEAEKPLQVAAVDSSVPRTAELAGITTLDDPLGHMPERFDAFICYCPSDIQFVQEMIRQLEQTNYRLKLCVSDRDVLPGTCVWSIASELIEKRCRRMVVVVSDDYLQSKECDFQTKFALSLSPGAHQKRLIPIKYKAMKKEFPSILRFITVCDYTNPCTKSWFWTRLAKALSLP
STAT3 activator = increases IL-6 driven STAT3 reporter signal | actives 0.91% (n = 190,000) | activation (% of control), % at 5.6 µM | U3A cells, IL-6 STAT3-luciferase reporter, luminescence; 100% = signal with IL-6 EC80 alone;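 active = activation above the screen-wide mean of compound activation plus 3 SD, cut at about 130% in these data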;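 also: 0% = background luminescence of wells with medium and substrate only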
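Assay system – human STAT1-deficient U3A cells with stable STAT3-luciferase reporter · Also added – IL-6 (33 ng/mL) · Schedule – compound 1 h, then IL-6 6 h at 37 °C · Technique – reporter luminescence signal · Evaluation – % activation versus median of IL-6-stimulated wells · Benchmarks – IL-6-only wells as 100% reference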
Hsp70 activator = Hsp70 transcriptional activation, primary screen | HeLa Hsp70 promoter luciferase reporter, luminescence; scaled: vehicle 0, proteasome-inhibitor control 100% | activation, % at 10 µM | actives 0.04% (n = 200,000) | AID 1203;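 active = activation above the mean across all tested compounds plus 3 SD, cutoff set per campaign, cut at about 5.5% in these data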;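 also: 100% = MG132 at 30 µM as the positive control and 0% = DMSO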
APP 5UTR inh = APP translation inhibition; SH-SY5Y APP 5'UTR-luciferase reporter, luminescence; inhibition, % at 2 µM; actives 0.82% (n = 190,000);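 active = inhibition above a set limit, derived from the sample mean plus 3 SD, cut at about 45% in these data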; also: values of inactives mirror those of a sister screen read the other way
STAT1 act = activators of IFN-gamma induced STAT1 signaling | NIH 3T3 STAT1-luciferase reporter, luminescence; 100% = IFN-gamma alone, no compound | activation (% of control), % at 5.5 µM | actives 2.6% (n = 200,000);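 active = activation above the screen-wide mean activation plus 3 SD, cut at about 130% in these data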;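 also: raw ratio to IFN-gamma control signal so 100% means no change and 0% no light; values of inactives mirror those of a sister screen read the other way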
Active calls of the source: *; . = no result given. Not a hit list, and some 6.1% of all compounds hit somewhere here.

SMILES	STAT1 blocker	STAT3 inh	Diaph inh CS	G6PDH counter	Diaph act CS	TLR4 MyD88 comp	STAT3 activator	Hsp70 activator	APP 5UTR inh	STAT1 act
O=C1C(Cc2c[nH]c3ccccc23)NC(=S)N1Cc1ccccc1 (centres undefined)	-3	-13	9	5	0.9	2	112	-0.1	12	102
O=C(c1ccccc1F)N(NC(=O)C(O)(c1ccccc1)c1ccccc1)c1ccccc1	-6	-10	13	4	0.9	7	108	-0.4	6	106
CCNC(=S)N/N=C/c1ccc(-c2ccccc2)o1	-17	4	20	2	0.8	-6	99	-0.1	-4	115
COc1ccc(Sc2ccc(/C=C3\C(=O)NN(c4ccccc4)C3=O)o2)cc1	0	5	17	-6	0.8	-6	98	0.0	7	100
COc1ccccc1/C=N/NC(=O)c1csc(C)c1C	-26	-2	12	1	0.9	-4	102	0.1	-18	122
O=C(COC(=O)c1cccnc1Cl)Nc1nc(-c2ccccc2)cs1	-11	30	18	-22	0.8	-1	77	-0.4	-17	110
CC1(C)CC2CC(C)(CN2C(=O)C23CCC(C)(C(=O)C2)C3(C)C)C1 (centres undefined)	-1	-4	11	8	0.9	-24	106	0.0	-4	101
Cc1ccc(C(=O)NCc2ccco2)cc1S(=O)(=O)Nc1cccc(C)c1C	3	-2	-2	4	1	5	102	-0.1	-7	97
CCOc1ccccc1NC(=O)c1cc(C(=O)Nc2ccccc2OCC)cc(N2C(=O)CCC2=O)c1	7	16	15	6	0.8	-20	90	-0.2	-15	94
COc1cc(C(=S)NCc2ccccc2)cc(Br)c1O	-7	3	-3	6	1	-3	102	-0.1	-10	105
Cn1c(C(=O)NCc2cccs2)cc2oc3ccccc3c21	-26	-1	18	5	0.8	-11	104	-0.2	-57	122
Cc1cc2nc(-c3ccc(SCC(=O)Nc4ccc(S(=O)(=O)NC5CC5)cc4)nc3)[nH]c2cc1C	-52	12	19	-17	0.8	-8	92	-0.3	-132	147*
CC1CN(C(=O)COc2ncnc3ccccc23)CC(C)O1 (centres undefined)	-4	-1	11	2	0.9	4	104	-0.2	-4	104
O=C1CC(c2ccccc2)CC(O)=C1C=Nc1ccccc1O (centres undefined)	6	16	.	18	.	3	91	-0.1	7	94
Cc1ccccc1OCC(=O)NCCN1CCCC1	-3	11	3	0	1	2	93	-0.2	4	103
COC(=O)c1c(NC(=O)CSc2nc3ccccc3c(=O)n2Cc2ccco2)sc(C)c1C	8	-3	18	-36	0.8	-9	104	-0.2	3	93
CN(C(=O)CC(=O)Nc1ccc(Cl)c(Cl)c1)c1ccccc1	-3	0	6	1	0.9	0	101	-0.1	-6	102
Cc1ccc(S(=O)(=O)N2CCC(=O)N2)cc1	2	9	2	8	1	15	102	-0.1	13	98
CCN1CCN(C(=O)c2cnn3c(C(F)F)cc(-c4ccc(C)cc4)nc23)CC1	6	14	7	11	0.9	9	91	-0.3	9	94
Clc1nc2sccn2c1/C=N/n1cnc2ccccc21	-1	-1	-7	0	1.1	-10	106	-0.3	-20	99
O=C(Cn1cnnn1)Nc1cccc([N+](=O)[O-])c1	8	8	1	13	1	-14	98	-0.2	-10	91
Clc1ccc(CO/N=C/c2c(-c3ccccc3)nc3n2CCS3)c(Cl)c1	-10	20	12	4	0.9	-7	91	-0.3	8	109
O=C(c1ccccc1)c1c[nH]cc1-c1ccccc1	0	4	11	4	0.9	3	97	-0.1	-12	101
CCNC(=S)N1CCN(CCN2C(=O)c3cccc4cccc(c34)C2=O)CC1	-10	28	20	0	0.8	0	80	0.2	5	106
Cc1cc(NC(=O)c2ccccc2)ncc1NC(=O)c1ccco1	-26	26	1	13	1	7	84	-0.3	-114	124
Cc1snc(SCC(=O)c2ccc(Cl)cc2)c1C#N	-13	19	16	1	0.8	-22	89	-0.2	-101	112
CCSC1=N/C(=C\c2ccc(OC)cc2)C(=O)N1	-6	3	19	18	0.8	1	100	-0.3	-7	106
CCN(CC)c1ccc(CNc2nc3ccccc3n2CCN2CCOCC2)cc1	20	16	6	0	0.9	-3	91	-0.2	-21	81
Cc1cc(N2CCN(C)CC2)nc(=S)[nH]1	-12	3	22	9	0.8	12	100	-0.2	9	110
Cn1c(O)c(N=NC(=O)c2ccccc2O)c2ccccc21	-34	-24	13	8	0.9	2	125	-0.1	-216	130*
CCOC(=O)C1(CC2CC2)CCN(Cc2cnc(-c3ccc(OC)cc3)nc2)CC1	7	3	40	10	0.6	6	102	-0.1	3	92
Cc1ccc(C2=NC3(CCCCCC3)NC2=S)cc1	-1	-13	0	6	1	-4	109	-0.2	-16	103
COc1ccc(/C(O)=C2/C(=O)C(=O)N(c3ncccn3)C2c2ccc(C(C)(C)C)cc2)cc1 (centres undefined)	-8	3	16	12	0.8	-7	99	-0.1	-9	107
CCc1ccc(CNn2cnnc2SCC(=O)NC(C)(C)C)cc1	8	8	5	-2	0.9	6	94	-0.1	-25	91
O=C(CSc1nn(-c2ccc(F)cc2)c(=S)s1)NC(=O)NCc1ccco1	2	-2	18	2	0.8	1	103	-0.2	11	98
CCC(=O)Nc1ccc(S(=O)(=O)Nc2cc(C)on2)cc1	1	-1	6	-8	0.9	17	106	0.5	-4	99
CCOc1ccccc1NC(=O)N1CCCC1C(=O)Nc1nnc(CC)s1 (centres undefined)	4	8	15	-7	0.9	-6	96	0.0	-5	96
O=C(CN1CCN(C(=O)c2c(F)cccc2F)CC1)Nc1ccccc1F	-2	-3	10	-9	0.9	0	106	-0.4	8	100
COCCCNC(=O)c1c[nH]c2ccc(S(=O)(=O)N3CCC4(CC3)OCCO4)cc2c1=O	-1	8	15	17	0.8	0	103	-0.2	12	100
O=C(O)Cc1c(C(=O)O)nnn1-c1ccc(Cl)cc1Cl	-3	-4	3	8	1	-4	105	0.2	50*	102

Two compounds from above, reduced to STAT1 blocker, STAT3 activator and TLR4 MyD88 comp:
SMILES	STAT1 blocker	STAT3 activator	TLR4 MyD88 comp
CCC(=O)Nc1ccc(S(=O)(=O)Nc2cc(C)on2)cc1	1	106	17
CCOc1ccccc1NC(=O)N1CCCC1C(=O)Nc1nnc(CC)s1 (centres undefined)	4	96	-6

Compounds from the list above with a furan ring, fused or not:
SMILES	STAT1 blocker	STAT3 inh	Diaph inh CS	G6PDH counter	Diaph act CS	TLR4 MyD88 comp	STAT3 activator	Hsp70 activator	APP 5UTR inh	STAT1 act
CCNC(=S)N/N=C/c1ccc(-c2ccccc2)o1	-17	4	20	2	0.8	-6	99	-0.1	-4	115
COc1ccc(Sc2ccc(/C=C3\C(=O)NN(c4ccccc4)C3=O)o2)cc1	0	5	17	-6	0.8	-6	98	0.0	7	100
Cc1ccc(C(=O)NCc2ccco2)cc1S(=O)(=O)Nc1cccc(C)c1C	3	-2	-2	4	1	5	102	-0.1	-7	97
Cn1c(C(=O)NCc2cccs2)cc2oc3ccccc3c21	-26	-1	18	5	0.8	-11	104	-0.2	-57	122
COC(=O)c1c(NC(=O)CSc2nc3ccccc3c(=O)n2Cc2ccco2)sc(C)c1C	8	-3	18	-36	0.8	-9	104	-0.2	3	93
Cc1cc(NC(=O)c2ccccc2)ncc1NC(=O)c1ccco1	-26	26	1	13	1	7	84	-0.3	-114	124
O=C(CSc1nn(-c2ccc(F)cc2)c(=S)s1)NC(=O)NCc1ccco1	2	-2	18	2	0.8	1	103	-0.2	11	98

Next part.
SMILES	STAT1 blocker	STAT3 inh	Diaph inh CS	G6PDH counter	Diaph act CS	TLR4 MyD88 comp	STAT3 activator	Hsp70 activator	APP 5UTR inh	STAT1 act
O=C(Nn1c(C2CCC2)nc2ccccc2c1=O)c1cccs1	4	7	12	10	0.9	1	95	-0.3	12	95
CCS(=O)(=O)N1CCCC(C(=O)NC2CCCCC2C)C1 (centres undefined)	2	13	7	5	0.9	-11	95	-0.6	1	98
C/C(=N\NC(=O)CSCc1ccc([N+](=O)[O-])cc1)c1cccc(Br)c1	12	10	17	17	0.8	-15	94	-0.5	0	89
c1coc(CSCc2cn3cccnc3n2)c1	-7	2	19	12	0.8	4	104	0.1	-24	108
CCSc1nc(O)c(C2OC(=O)c3c2ccc(OC)c3OC)c(=O)n1CC (centres undefined)	3	1	17	14	0.8	8	103	-0.3	-8	97
